Compound activity from PubChem BioAssay.
FadD28 binding: blocks FadD28 binding to the bisubstrate probe; actives 0.22% (n = 360,000); AID 588549; inhibition, % at 12.5 µM; fluorescence polarization; in the data active = inhibition above about 8.5%, passing the limit was not always enough; inconclusive = no clear call, values can overlap the other calls
CCHFV vOTU inh: CCHFV vOTU protease inhibition. Pep-AMC fluorescence. inhibition, % at 11.5 µM. actives 0.55% (n = 370,000); also: 0% = vehicle wells with enzyme and 100% = no enzyme wells
Mtb BioA inh: blocks M. tuberculosis BioA enzyme activity | purified M. tuberculosis BioA enzyme, plate reader | inhibition, % at 9.99 µM | actives 0.096% (n = 360,000); in the data active = inhibition above about 40%; inconclusive = no clear call, values can overlap the other calls
BoNT-A LC inh2: blocks Botulinum neurotoxin A light chain protease; actives 0.17% (n = 360,000); inhibition, % at 10 µM; multiplex microsphere protease substrate cleavage, flow cytometry; in the data active = inhibition above about 30%; inconclusive = no clear call, values can overlap the other calls; also: plate controls were buffer without enzyme for full effect and enzyme alone for no effect
BoNT F protease: BoNT F light chain protease inhibition; Multiplex microsphere protease cleavage assay, flow cytometry; inhibition, % at 10 µM; actives 0.22% (n = 360,000); AID 588497; in the data active = inhibition above about 35%, passing the limit was not always enough; inconclusive = no clear call, values can overlap the other calls; also: plate controls were buffer without enzyme for full effect and enzyme alone for no effect
GDH-TPI counter: inhibits GDH-TPI coupling enzymes, artifact for Mtb FBA screen; GDH-TPI coupled enzyme counterscreen, NADH absorbance; inhibition, % at 4.8 µM; actives 1.2% (n = 360,000);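 also: 0% = DMSO wells and 100% = wells lacking the enzyme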
Mtb FBA inh: Mtb fructose-bisphosphate aldolase inhibition. P9WQA3. purified M. tuberculosis FBA, fluorescence read-out. inhibition, % at 1 µM. actives 2.3% (n = 360,000). AID 588726; in the data active = inhibition above about 27%;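 also: 0% = vehicle and 100% = reference inhibitor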
Target sequence (P9WQA3 whole entry, looked up): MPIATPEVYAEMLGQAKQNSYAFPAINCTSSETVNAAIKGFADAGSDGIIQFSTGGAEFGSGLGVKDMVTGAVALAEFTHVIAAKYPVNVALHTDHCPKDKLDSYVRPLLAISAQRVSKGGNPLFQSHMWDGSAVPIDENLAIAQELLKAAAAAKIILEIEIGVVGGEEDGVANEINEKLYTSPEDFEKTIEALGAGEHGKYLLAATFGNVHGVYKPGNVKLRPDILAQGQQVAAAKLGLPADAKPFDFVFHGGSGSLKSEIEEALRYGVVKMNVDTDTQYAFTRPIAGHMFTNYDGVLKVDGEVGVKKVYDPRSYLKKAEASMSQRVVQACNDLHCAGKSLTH
PrPC surface inh: inhibitors of human cell surface prion protein PrPC | P04156 | TR-FRET read-out | inhibition, % at 13.8 µM | actives 0.43% (n = 370,000) | AID 720596; in the data active = inhibition above about 24%; also: 0% = median of the test wells and 100% = reference compound wells
Mtb UGM inh: Mtb UDP-galactopyranose mutase inhibition. P9WIQ1. purified UGM, fluorescence polarization probe displacement. inhibition, % at 10 µM. actives 0.06% (n = 320,000). AID 504406; in the data active = inhibition above about 10%, passing the limit was not always enough; inconclusive = no clear call, values can overlap the other calls
Target sequence (P9WIQ1 whole entry, looked up): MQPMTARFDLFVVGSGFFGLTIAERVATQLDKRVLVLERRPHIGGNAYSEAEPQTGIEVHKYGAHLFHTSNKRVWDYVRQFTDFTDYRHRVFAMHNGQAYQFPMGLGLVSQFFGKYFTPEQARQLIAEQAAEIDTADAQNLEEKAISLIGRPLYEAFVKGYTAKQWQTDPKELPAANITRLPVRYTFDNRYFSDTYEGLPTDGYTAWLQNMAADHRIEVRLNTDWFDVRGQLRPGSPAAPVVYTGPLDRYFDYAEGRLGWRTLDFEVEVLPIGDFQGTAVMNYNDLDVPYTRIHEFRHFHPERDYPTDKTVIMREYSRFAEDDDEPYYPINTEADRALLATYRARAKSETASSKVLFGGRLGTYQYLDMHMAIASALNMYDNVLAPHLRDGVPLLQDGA
* hit, by the source's call; ? = inconclusive; · = no result given; + = active, no number. Rule as the data show it, unless noted: active = inhibition above about 30%; inactive = the rest.

| compound | GDH-TPI counter | BoNT F protease | PrPC surface inh | Mtb FBA inh | BoNT-A LC inh2 | FadD28 binding | Mtb BioA inh | CCHFV vOTU inh | Mtb UGM inh |
| --- | --- | --- | --- | --- | --- | --- | --- | --- | --- |
| Cc1ccc(NS(=O)(=O)c2cccc(C(=O)N3CCN(C(=O)c4ccco4)CC3)c2)cc1 | 9 | -2 | -5 | 4 | -1.4 | -1.2 | -1.0 | 11 | 0.9 |
| COc1cccc(NC(=O)C(=S)NC2CCCCC2)c1 | -8 | -1 | 3 | 6 | -0.1 | -1.4 | 0.6 | 3 | 0.3 |
| CCOC(=O)Cc1cn2c(=O)cc(CSCC(=O)Nc3ccc(C)c(C)c3)nc2s1 | 13 | -8 | -9 | -2 | 1.0 | -0.3 | -5.9 | -3 | 2.7 |
| Cc1ccc(/C=N/N=C/c2ccc(C)cc2)cc1 | 4 | -8 | 6 | 3 | -0.1 | -1.1 | 0.1 | 0 | 3.2 |
| CC(=O)N(C)c1ccc(C=C2C=Cc3ccccc32)cc1 | 22 | -8 | -11 | 0 | -0.1 | -3.8 | · | 0 | · |
| CC(C)N=C(NC#N)SCC(=O)NC(C)(C)C | 8 | -16 | -3 | 6 | -0.4 | -0.9 | -1.5 | 11 | -3.8 |
| Cc1csc(SCC(=O)NCc2ccccc2Cl)n1 | 3 | -1 | 2 | -1 | -2.4 | -1.7 | · | -3 | 1.0 |
| CC(OC(=O)c1cc(Br)ccc1O)C(=O)Nc1ccc(S(=O)(=O)N2CCCC2)cc1 (stereo not drawn) | 10 | -6 | 8 | 3 | -4.6 | -1.6 | -1.2 | -4 | 2.2 |
| c1cncc(-c2nc(N3CCOCC3)c3c4c(sc3n2)CCC4)c1 | 11 | -5 | 4 | 14 | 0.7 | 0.5 | 5.1 | -1 | -0.4 |
| COc1ccc(-c2ccc(C(=O)Nc3ccc(C(C)C)cc3)c3occc23)c(C)c1 | 20 | -2 | 7 | 1 | -0.9 | -0.2 | -0.2 | 8 | · |
| COC(=O)c1ccc(C2C(C(=O)c3ccco3)=C(O)C(=O)N2c2cc(C)on2)cc1 (stereo not drawn) | 8 | -2 | 1 | -3 | 2.2 | -4.7 | 0.8 | 19 | 0.2 |
| COc1ccc(C(=O)c2ccc(Br)cc2)c2ccccc12 | 9 | 5 | 0 | -2 | 3.7 | -2.9 | -0.7 | 3 | -0.5 |
| C=CCNC(=O)N1CCCC(C(=O)c2cccc(OC(C)C)c2)C1 (stereo not drawn) | 9 | 12 | 0 | 1 | 2.7 | -2.9 | -0.7 | -5 | -1.6 |
| COc1ccc(C(=O)CCS(=O)(=O)c2ccc(C)cc2)cc1 | 10 | 0 | 1 | 1 | -1.2 | 0.5 | 0.6 | 9 | 3.2 |
| COc1cccc(OC)c1OCCN1CCN(C(=O)c2ccco2)CC1 | -2 | -3 | 6 | 0 | -0.1 | -2.1 | · | -15 | 0.6 |
| Cc1nc2ccccc2c(=O)n1NC(=O)c1ccccc1 | 1 | -8 | 5 | -5 | -0.4 | -2.3 | -1.2 | 3 | 0.4 |
| O=C1NC(=S)N/C1=C/c1cccnc1 | 45* | -1 | -23 | -1 | 1.0 | -4.3 | -0.8 | 4 | -2.5 |
| NC(=O)C(=O)N/N=C1\CCc2ccccc21 | 9 | 0 | -8 | -3 | 0.2 | -1.2 | -0.7 | -11 | -0.7 |
| COc1cc(C(=O)Nc2ccc(-n3cnnn3)c(C)c2)cc(OC)c1OC | 6 | -13 | 12 | 1 | -1.6 | -1.4 | -1.5 | -3 | 1.5 |
| COc1ccc(CCNC(=O)CNC(=O)c2nn(-c3ccc(OC)c(OC)c3)c(=O)c3ccccc23)cc1OC | 0 | 13 | -3 | 1 | 1.1 | -3.4 | -1.9 | 21 | 3.8 |
| CSc1nc(N)nc(SCC(=O)CC(=O)OC(C)C)c1C#N | 4 | -3 | 1 | 3 | ? | -3.7 | -0.5 | -5 | -1.3 |
| COc1ccc(NC(=O)c2cccc(NS(=O)(=O)c3ccccc3)c2)cc1 | 7 | ? | 8 | -1 | -1.3 | -1.0 | 3.5 | -7 | 0.4 |
| CC(O)[C@H]1CNCCN1CC1(c2ccccc2)CC1 (stereo partly drawn) | 8 | -3 | -2 | 4 | -0.3 | -1.0 | -2.9 | 15 | 1.8 |
| Cn1c(=O)n(CCc2ccccc2)c(=O)c2c1ncn2Cc1ccccc1 | 1 | 4 | -4 | 1 | 2.0 | 0.6 | 0.0 | -2 | -2.1 |
| O=C(c1nc2ccc(Cl)cn2c1CN1CCCC1)N1CCc2ccccc2C1 | 5 | 2 | -10 | 3 | 2.2 | -0.4 | 0.6 | 10 | -1.5 |
| COc1ccc(NC(=O)CSc2nnnn2C2CCCC2)cc1S(=O)(=O)N1CCOCC1 | -3 | 1 | 1 | 3 | 0.2 | -1.5 | 2.3 | 1 | · |
| COc1ccc(-n2ccnc2SCC(=O)c2c(N)n(C3CC3)c(=O)[nH]c2=O)cc1 | -17 | 12 | 6 | -1 | 0.8 | -3.9 | 0.5 | -6 | · |
| CC1CCN(S(=O)(=O)c2ccc(S(=O)(=O)NCC(=O)C(C)(C)C)cc2)CC1 | -2 | -3 | 6 | -2 | -0.6 | 0.0 | -0.6 | 7 | 2.9 |
| Cc1cc([P+](=O)O)c(C)n1-c1ccc(Br)cc1 | -3 | -2 | 3 | -2 | 3.7 | -2.6 | -0.5 | 0 | 0.2 |
| CC(C)(C)c1ccc(C(=O)N2CCC(C(=O)N3CCCCC3)CC2)cc1 | 4 | 2 | -7 | 3 | 1.2 | -0.7 | -0.1 | 3 | 1.9 |
| O=C1NC(=O)N(c2ccc3c(c2)OCO3)C(=O)/C1=C/c1ccsc1 | 3 | -3 | -2 | 0 | 0.5 | 3.4 | · | 7 | -0.9 |
| O=C(NN1CC(C(=O)OCc2ccc(Cl)cc2Cl)CC1=O)c1ccccc1 (stereo not drawn) | 1 | 1 | -1 | 4 | 1.3 | 0.1 | 0.7 | 8 | 2.7 |
| CC(C)(C)SCCNC(=O)CSCc1ccc([N+](=O)[O-])cc1 | 12 | -22 | -13 | 3 | -0.1 | -0.5 | -0.5 | 13 | -1.2 |
| COc1ccccc1C(=O)NC(CCSC)C(=O)NCCCSc1ccccc1 (stereo not drawn) | -3 | -16 | 11 | 0 | 0.1 | -1.7 | · | 7 | 1.6 |
| Cc1ccc(Cl)cc1N1CCN(S(=O)(=O)c2c(C)[nH]c(C)c2C(=O)N2CCCCC2)CC1 | -3 | 0 | 3 | -2 | -1.8 | -4.1 | 1.6 | 2 | -3.8 |
| CCN(C)C1CN(Cc2cn(Cc3ccc(OC)cc3)nn2)S(=O)(=O)C1 (stereo not drawn) | · | -2 | -6 | · | -0.6 | · | · | 5 | · |
| COc1ccc(C(=O)Nc2ccc(Cl)c(Cl)c2)c(OC)n1 | 17 | -6 | 1 | 1 | -0.1 | 0.2 | -1.1 | 7 | -2.1 |
| COc1ccc(C(=O)N/N=C\c2coc3ccc(Cl)cc3c2=O)cc1 | 9 | -1 | -2 | 0 | 0.5 | -2.9 | -0.7 | -10 | -3.0 |
| O=C(CS(=O)(=O)Cc1ccccc1)Nc1nc2c(s1)CCCC2 | 5 | 2 | 2 | -1 | -0.1 | 0.7 | 11 | 3 | -0.6 |
| COC(=O)C1=C(c2cccc(OC)c2OC)C[C@@H]2CC[C@H]1N2C(=O)NCc1cccc2ccccc12 | -2 | 2 | 8 | 0 | -0.1 | -3.0 | -0.9 | 0 | -1.1 |
| CCCC(=O)Nc1ccc2nn(-c3ccc(OC)cc3)nc2c1 | 25 | 13 | 8 | + | -0.3 | -4.1 | -2.6 | -270 | 2.9 |
| COC(=O)C1=C(c2ccc(S(C)(=O)=O)cc2)C[C@@H]2CC[C@H]1N2C(=O)NCc1cccc2ccccc12 | 15 | 8 | -6 | 6 | 0.0 | -1.3 | -1.8 | -9 | 0.3 |
| CCNC(=S)NCc1ccc(Cl)cc1 | 2 | -9 | -3 | -2 | 0.2 | -3.2 | -0.4 | -1 | 3.0 |
| COc1ccc(N(CC(=O)Nc2cc(Cl)ccc2OC)C2=NC3CS(=O)(=O)CC3S2)cc1 (stereo not drawn) | -6 | 0 | 12 | -2 | -0.5 | -2.2 | -0.2 | -6 | 0.6 |
| COc1ccc(CNC(=O)N2CCN(c3cccc(C)c3C)CC2)cc1OC | -3 | 1 | -5 | -1 | 0.1 | 0.1 | -1.4 | 9 | 5.5 |
| Cc1ccc(CNC(=O)CCC(=O)N2CC(C)Oc3ccc(Cl)cc32)cc1 (stereo not drawn) | 5 | 2 | 5 | -3 | 0.3 | -3.5 | 0.3 | 5 | 1.8 |
| COc1ccc(C(=O)NC(C(=O)N2CCc3ccccc32)C(C)C)cc1 (stereo not drawn) | 3 | -3 | -5 | -1 | 0.6 | -1.4 | -1.0 | -21 | -1.6 |
| Cc1ccc(NC(=O)CN2CCOCC2)cc1C | 2 | 2 | -6 | 2 | -0.2 | -1.1 | 1.4 | -7 | -3.1 |
| Cc1ccccc1CS(=O)(=O)CCC(=O)NCc1ccc(F)cc1Cl | -12 | -3 | -1 | 2 | 0.8 | -3.1 | -1.3 | -5 | 3.1 |
| C#CCOCCOCCOCCNc1nc(N2CCOCC2)nc(N2CCN(C(=O)[C@H](Cc3ccc(O)cc3)n3cc(CCO)nn3)CC2)n1 | 2 | -3 | -3 | -1 | -0.2 | -2.3 | -0.3 | -7 | · |

Next section
| compound | GDH-TPI counter | BoNT F protease | PrPC surface inh | Mtb FBA inh | BoNT-A LC inh2 | FadD28 binding | Mtb BioA inh | CCHFV vOTU inh | Mtb UGM inh |
| --- | --- | --- | --- | --- | --- | --- | --- | --- | --- |
| CCN1C(=O)N[C@@H](c2cccc(C(F)(F)F)c2)[C@@H](C(=O)OC)[C@H]1C | 3 | 5 | 3 | -1 | -0.1 | -4.1 | -1.2 | 0 | 0.8 |
| CC(C)N(Cc1nccn1C)C(=O)CC1C(=O)NCCN1Cc1ccc(F)c(F)c1 (stereo not drawn) | 12 | 4 | 1 | 1 | 2.9 | 1.2 | -1.3 | 10 | -0.2 |
| Cc1ccc(C2C(C#N)=C(N)Oc3n[nH]c(-c4ccccc4)c32)o1 (stereo not drawn) | 14 | -1 | 11 | 1 | 1.5 | 2.7 | · | 4 | 2.6 |
| COc1ccccc1/C=C/C=N/NC(=O)CC1C(=O)NN=C1C (stereo not drawn) | 37* | 0 | -4 | 0 | -0.6 | -2.6 | · | -7 | -3.4 |
| CN(C)CCCN=Cc1c(O)n(Cc2ccccc2)c(=O)c2ccccc12 | 9 | 10 | -9 | 7 | 0.6 | -2.8 | 8.0 | 4 | -0.8 |
| CC(OC(=O)C1CCN(c2ccc(C(F)(F)F)cn2)CC1)C(=O)c1ccccc1 (stereo not drawn) | 1 | 13 | -3 | 4 | 4.4 | -2.0 | -0.7 | 8 | 0.7 |
| O=[N+]([O-])c1ccc(/C=C/C2=NN(c3ccccc3)C(c3ccco3)C2)cc1 (stereo not drawn) | 4 | 66* | -6 | -3 | 57* | -0.8 | -1.8 | -2 | -3.6 |
| CCCS(=O)(=O)NC(=O)C1(C)CCCN(C(=O)Cc2ccc3ccccc3c2)C1 (stereo not drawn) | 4 | -10 | -10 | 3 | -0.2 | -1.3 | 0.9 | -3 | · |

Some of the entries above, set out differently:
Cc1ccc(C2C(C#N)=C(N)Oc3n[nH]c(-c4ccccc4)c32)o1 (stereo not drawn)
  GDH-TPI counter: 14	BoNT F protease: -1	PrPC surface inh: 11	Mtb FBA inh: 1	BoNT-A LC inh2: 1.5	FadD28 binding: 2.7	Mtb BioA inh: ·	CCHFV vOTU inh: 4	Mtb UGM inh: 2.6

COc1ccccc1/C=C/C=N/NC(=O)CC1C(=O)NN=C1C (stereo not drawn)
  GDH-TPI counter: 37*	BoNT F protease: 0	PrPC surface inh: -4	Mtb FBA inh: 0	BoNT-A LC inh2: -0.6	FadD28 binding: -2.6	Mtb BioA inh: ·	CCHFV vOTU inh: -7	Mtb UGM inh: -3.4

CN(C)CCCN=Cc1c(O)n(Cc2ccccc2)c(=O)c2ccccc12
  GDH-TPI counter: 9	BoNT F protease: 10	PrPC surface inh: -9	Mtb FBA inh: 7	BoNT-A LC inh2: 0.6	FadD28 binding: -2.8	Mtb BioA inh: 8.0	CCHFV vOTU inh: 4	Mtb UGM inh: -0.8

CC(OC(=O)C1CCN(c2ccc(C(F)(F)F)cn2)CC1)C(=O)c1ccccc1 (stereo not drawn)
  GDH-TPI counter: 1	BoNT F protease: 13	PrPC surface inh: -3	Mtb FBA inh: 4	BoNT-A LC inh2: 4.4	FadD28 binding: -2.0	Mtb BioA inh: -0.7	CCHFV vOTU inh: 8	Mtb UGM inh: 0.7
